Tau fil binding – binders of human tau filaments; 2% of 71,000 active; recombinant tau filaments, thioflavin S fluorescence, 15 h; filaments grown with octadecylsulfate alongside compound; Potency, µM (titrated, usually from 57.1 µM), inactives show at the highest dose activity change, negative = inhibition; P10636; AID 596;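 also: potency is read from the fitted curve at half-maximal effect; % is scaled to controls: 0 for no effect and ±100 for the full control effect; actives lower thioflavin S fluorescence by blocking filaments or displacing dye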
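Quantitative HTS: thioflavine S signal from ODS-induced tau filaments, excited at 450 nm, emission 510 nm. Conditions: 1 uM tau, 30 uM ODS, 15 h at 37 C, pH 7.4.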
USP2a inhib – blocks human ubiquitin-specific protease USP2a | USP2a enzymatic assay, qHTS inhibition | Potency, µM (doses to about 38.3 µM), for inactives: at the highest dose activity change, negative = inhibition, hits mostly inhibitors | 0.1% of 60,000 active;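 also: potency is read from the fitted curve at half-maximal effect; nearly all actives have a fitted effect of over 60% in size; plate controls were DMSO for no effect and NEM full inhibition control for full effect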
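USP2 core (20nM final) preincubated 30 min RT with compound, then Ub-PLA2 20nM and NBD C6-HPC 20uM final added; buffer 20mM Tris-HCl pH 8.0, 2mM CaCl2. Fluorescence Ex 460/Em 535 read at 0 and 2.5 h; normalized to NEM.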
Fluorescein fluor – compound fluoresces in the fluorescein spectral region | Compound autofluorescence, 480/540 nm, fluorescein-equivalent; stronger effect = higher value | max fluorescein-equivalent concentration, M | 0.91% of 59,000 active | AID 593; in the data active = max fluorescein-equivalent concentration above about 10 nM; inconclusive = between about 1.1 nM and that limit
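Normalized response (dye-equivalent concentration) derives from comparing each well's 540 nm emission, under 480 nm excitation, with plate-resident fluorescein standards. Compounds were held in 100 mM Tris, pH 8.0, for 15 min at room temperature.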
Caspase-1 inhib – allosteric or competitive inhibitors of human caspase-1; Caspase-1 enzyme, Ac-WEHD-AFC fluorogenic rate; Potency, µM (doses to about 57.5 µM), for the others: top-dose activity change, negative = inhibition, hits mostly inhibitors; 0.03% of 75,000 active; AID 900;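 also: potency is read from the fitted curve at half-maximal effect; plate controls were vehicle for no effect and no substrate for full effect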
Casp7 inh – caspase-7 (human) inhibition, allosteric or competitive. P55210. recombinant caspase-7, Ac-DEVD-AFC fluorescence rate. Potency, µM (titrated, usually from 57.5 µM), for inactives: top-dose activity change, negative = inhibition, actives largely listed as inhibitors. 0.02% of 75,000 active; active = well fitted inhibition curve with a large enough effect in the main read-out, with a control signal flat, not every such curve was filed as active; inconclusive = small, poorly fitted or top-dose-only effect, or a change in a side signal; also: potency is read from the fitted curve at half-maximal effect; % of control where 0% means no effect
Texas Red fluor – Texas Red region autofluorescence; AID 587; max dye-equivalent concentration, M; Compound fluorescence, Texas Red channel, 547/618 nm; stronger effect = higher value; 0.06% of 59,000 active; in the data active = max dye-equivalent concentration above about 10 nM; inconclusive = between about 1.1 nM and that limit
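Compound fluorescence was read after 15 min at room temperature in 100 mM Tris, pH 8.0, using 547 nm excitation and 618 nm emission across a concentration series. It was expressed as Texas Red dye-equivalent concentration from an on-plate standard curve.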
FLuc inh – firefly luciferase inhibition. P08659. 2.2% of 72,000 active. Potency, µM (highest dose often 57.1 µM), without a hit: at the top dose activity change, negative = inhibition, most hits filed as inhibitors. purified firefly luciferase, luminescence, 8 min; also: potency is read from the fitted curve at half-maximal effect; % is scaled to controls: 0 for no effect and ±100 for the full control effect; nearly all actives have a fitted effect of over 40% in size
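Compounds were tested as concentration series (qHTS) against purified P. pyralis luciferase with luciferin and 10 uM ATP in 50 mM imidazole pH 7.2, 50 mM KCl, 7 mM MgCl2, 0.01% Tween 20, 0.05% BSA. Luminescence was read after 8 min at ambient temperature.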
HEK293 cAMP cs – counter-screen for TSHR agonists: cAMP increase in parental HEK293 | Potency, µM (highest dose often 57.1 µM), for the others: top-dose activation, actives largely listed as activators | 2.5% of 73,000 active | parental HEK293 CNG cAMP sensor, membrane potential fluorescence; also: potency is read from the fitted curve at half-maximal effect; % of control where 0% means no effect; nearly all actives have a fitted effect of over 55% in size
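Counterscreen for endogenous-receptor signalling: CNG-channel HEK 293 cells report cAMP rise by membrane depolarization. After 60 min dye equilibration with 100 uM RO 20-1724, compounds incubated 30 min before bottom-read fluorescence at 590 nm.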
Rhodamine autofl – rhodamine region autofluorescence; Rhodamine-region fluorescence, 547/598 nm, Tris buffer; stronger effect = higher value; max dye-equivalent concentration, M; 0.05% of 59,000 active; in the data active = max dye-equivalent concentration above about 11 nM; inconclusive = between about 1.1 nM and that limit
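A six-point rhodamine series on each plate calibrates the signal. Compounds sit in 100 mM Tris (pH 8.0) for 15 min at ambient temperature before imaging through 547 nm/598 nm filters.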
HADH2 inh – inhibitors of human HADH2 dehydrogenase; Q99714; recombinant HADH2, NADH fluorescence, beta-hydroxybutyryl-CoA; Potency, µM (highest dose often 57.1 µM), without a hit: at the highest dose activity change, negative = inhibition, usual class: inhibitors; AID 886; 3.4% of 73,000 active; also: potency is read from the fitted curve at half-maximal effect; % is scaled to controls: 0 for no effect and ±100 for the full control effect; nearly all actives have a fitted effect of over 60% in size; many of its hits are not listed in these tables
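E. coli-expressed His-tagged HADH2 tested at 20 nM in alkaline Tris buffer (pH 9.0); oxidation of 90 uM beta-hydroxybutyryl-CoA with 1 mM NAD+ tracked fluorimetrically for 4 min.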
ERK AVP block – vasopressin-driven ERK pathway inhibition. HEK293-V1b, vasopressin-stimulated pERK AlphaScreen. Potency, µM (series often up to 57.5 µM), without a hit: at the top dose activity, negative = inhibition, actives largely listed as inhibitors. 0.99% of 72,000 active. AID 995; also: potency is read from the fitted curve at half-maximal effect; % is scaled to controls: 0 for no effect and ±100 for the full control effect; nearly all actives have a fitted effect of over 55% in size
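HEK293 cells stably expressing V1b receptor, seeded overnight in 1% FBS, were treated with compounds for 30 min at 37C, then stimulated 5 min with 25 nM vasopressin; phospho-ERK read by AlphaScreen SureFire after lysis.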
An asterisk follows results filed as active; i = inactive; u = inconclusive; x = no result given; [ ] = remark or other dose. Unless noted, calls follow the shape of the dose curve; as a rule, active = well fitted curve in the direction sought with a large enough effect; inconclusive = small, poorly fitted or top-dose-only effect, or another doubt; inactive = no such curve, though single readings can be large; an effect the other way counts as inactive or inconclusive.

SMILES	Tau fil binding	USP2a inhib	Fluorescein fluor	Caspase-1 inhib	Casp7 inh	Texas Red fluor	FLuc inh	HEK293 cAMP cs	Rhodamine autofl	HADH2 inh	ERK AVP block
COc1ccc(CN(C(=O)Cn2nnc3ccccc32)C(C(=O)NC(C)(C)C)c2ccco2)cc1 (configuration not stated)	0%	8%	i	4%	-1%	u	2%	u	i	12%	2%
CCN(CC)CCNC(=O)c1cn(C)c2ccc(S(=O)(=O)N(C)C3CCCCC3)cc2c1=O	55%	x	x	-2%	3%	x	5%	u	x	-5%	-16%
O=c1c2ccccc2c(C=NCCCN2CCOCC2)c(O)n1Cc1ccccc1	20%	19%	u	-3%	2%	i	1%	7%	i	13%	-13%
COc1ccc(N2C(=O)C3CCCN3C2c2cc(OC)c(OC)c(OC)c2)cc1 (configuration not stated)	4%	x	x	-2%	-2%	x	1%	u	x	-1%	-11%
CCOC(=O)Nc1ccc(C(N)=O)cc1	0%	-1%	i	-1%	1%	i	2%	14%	i	-1%	30%
COc1ccc2c(=O)c3c(=O)n(Cc4ccco4)c(C4CCCCC4)nc3oc2c1	5%	1%	i	2%	0%	u	1%	8%	i	-1%	5%
Cc1ccc2[nH]c(=S)cc(C)c2c1	5%	4%	i	-3%	-5%	i	0%	20%	i	u	-13%
Cc1oc2cc(O)ccc2c(=O)c1Oc1ccccc1Br	-14%	x	x	-5%	-15%	x	0%	8%	x	u	-12%
CCCCCCCCCCCCCCCC(=O)NCCc1ccc(O)c(O)c1	x	x	x	1%	-2%	x	x	7%	x	-14%	2%
CC(C)CC(C(=O)Nc1oc(-c2ccco2)c(-c2ccco2)c1C#N)N1C(=O)c2ccccc2C1=O (configuration not stated)	u	-12%	u	u	u	i	-4%	-2%	i	13µM*	u
CCn1c(SCC(=O)Nc2ccccc2C(=O)OC)nnc1-c1ccoc1C	9%	7%	i	2%	-2%	u	1%	32µM*	i	-2%	-3%
Cc1c(NC(=O)c2ccc(CN3CCc4ccccc4C3)cc2)c(=O)n(-c2ccccc2)n1C	16%	14%	x	-1%	0%	x	1%	u	x	-2%	-17%
O=C(Nc1ccc(Cl)cc1)N1CCCC1	-4%	-4%	i	-1%	1%	i	-5%	10%	i	-22%	1%
CCCn1c(CNc2ccc(Br)cc2)nc2ccccc21	-5%	x	x	0%	-4%	x	-27%	24%	x	-10%	x
COc1cc(OC)cc(C(=O)NCC(=O)N2CCC(C)CC2)c1	1%	5%	u	3%	2%	i	-6%	-1%	i	2%	10%
COc1cccc(C2C(C#N)=C(N)Oc3c2oc(CO)cc3=O)c1OC (configuration not stated)	13%	-6%	u	-1%	0%	i	2%	8%	i	-3%	-23%
Cc1onc(-c2ccccc2)c1C(=O)OCC(=O)c1ccccc1	0%	-14%	u	-2%	-3%	i	0%	u	i	3%	196%[activator]
CC(C)Cc1cc(C(=O)NCCN2CCOCC2)no1	-2%	x	x	-4%	3%	x	3%	3%	x	14%	-2%
O=C(Nc1ccccc1Cl)c1cccs1	-10%	-11%	u	-1%	-1%	i	-3%	5%	i	7%	-1%
Cc1ccc(-c2nnn(CC(=O)Nc3cccc4cccnc34)n2)o1	64%	185%[activator]	u	-2%	-4%	i	-3%	25µM*	i	23%	-4%
Cc1nc2oc(C(=O)c3ccccc3)c(N)c2c2c1COC(C)(C)C2	-8%	5%	i	-8%	-7%	i	-1%	2%	i	3%	-24%
CCOC(=O)C1CCN(Cc2c(O)ccc3ccccc23)CC1	5%	-8%	u	-1%	-1%	i	0%	15%	i	-5%	u
CN(C)S(=O)(=O)N1CCN(c2cccc(Cl)c2)CC1	-1%	4%	x	0%	0%	x	0%	6%	x	4%	-2%
CCOCCCn1c(C)nc2c(c1=O)c1nc3ccccc3nc1n2-c1ccc(C)cc1	-3%	13%	u	-2%	-1%	u	-2%	u	i	50%[activator]	0%
CC(=O)C=NCC(=O)O	10%[11.4 µM]	x	u	-1%[11.5 µM]	0%[11.5 µM]	i	0%[11.4 µM]	2%[11.4 µM]	i	5%[11.4 µM]	1%[11.5 µM]
(further entries)
SMILES	Tau fil binding	USP2a inhib	Fluorescein fluor	Caspase-1 inhib	Casp7 inh	Texas Red fluor	FLuc inh	HEK293 cAMP cs	Rhodamine autofl	HADH2 inh	ERK AVP block
COc1cccc(Nc2nc(-c3sc(N)nc3C)cs2)c1	13µM*	41%[activator]	u	-8%	-11%	i	-21%	2%	i	7.9µM*	u
Cc1ccc(-c2nc3ncccc3o2)cc1NC(=O)c1cc2ccccc2o1	214%[11.4 µM]	18%[7.66 µM]	x	-2%	2%	x	-1%	u	x	-3%[11.4 µM]	u
N[C@@H](CSCc1ccccc1)C(=O)O	-3%[11.4 µM]	x	i	2%[11.5 µM]	-1%[11.5 µM]	i	2%[11.4 µM]	6%[11.4 µM]	i	6%[11.4 µM]	6%[11.5 µM]
Cc1nnc(SCCn2c(N3CCCCCC3)nc3c2c(=O)[nH]c(=O)n3C)s1	0%	6%	i	1%	-1%	u	-1%	1%	i	-11%	-22%
Cc1ccc(CN2C(=O)CCC2C(=O)NCCN2CCN(c3cccc(Cl)c3)CC2)cc1 (configuration not stated)	7%	36%[activator]	i	0%	-1%	i	3%	-3%	i	6%	-4%
COc1ccccc1Nc1ncc(C(C)=O)c(C)n1	5%	5%	i	3%	0%	i	-24%	0%	i	5%	3%
CCOC(=O)c1ccc(CNS(=O)(=O)c2c(C)ccc3nsnc23)o1	-8%	1%	i	0%	2%	i	0%	5%	i	6%	-7%
Cc1oc2c(CN(C)C)c(O)ccc2c(=O)c1-c1cscn1	-2%	-3%	u	-1%	-3%	i	-33%	2%	i	32µM*	-4%
Cc1ccc(C(=O)CCNc2cccc(Br)c2)o1	-10%	-7%	x	-2%	0%	x	2%	13%	x	-15%	u
CCN1CCN(C(=O)c2ccc3c(c2)N(Cc2ccc(F)cc2)C(=O)c2ccccc2S3=O)CC1 (configuration not stated)	-5%	x	x	-3%	-1%	x	4%	4%	x	4%	-12%
CCN(CC)CCCCn1c(-c2ccccc2)nc2c(N(CCOC)CCOC)nc(C)nc21	9%	x	x	0%	-3%	x	x	u	x	u	-22%
COc1ccc(CN(CCN2CCOCC2)C(=O)c2c(F)cccc2F)cc1OC	-3%	-7%	i	0%	1%	i	5%	7%	i	-5%	u
COc1ccc(C)cc1NC(=O)C1C2C=CC(C2)C1C(=O)O (configuration not stated)	-2%	-12%	i	-1%	0%	i	1%	1%	i	-7%	-19%
CCN1CCCC1CNC(=O)c1cn(C)c2ccc(S(=O)(=O)N3CCCCCC3)cc2c1=O (configuration not stated)	18%	19%	i	1%	0%	i	4%	18%	i	-4%	8%
CCCSc1nnc2nc3c(nn12)c1ccccc1n3C	16µM*	x	x	-2%	-1%	x	-1%	8%	x	4%	x
CSC1=NCCN1C(=O)c1ccco1	-12%	x	x	1%	-1%	x	-1%	1%	x	5%	-10%
CC(C)n1c(SCc2cc(=O)[nH]c3ccccc23)nc2c1c(=O)n(C)c(=O)n2C	1%	-3%	u	-2%	-1%	i	-2%	-14%	i	0%	-25%
COc1cc(C(Nc2ccc3c(c2)OCO3)C(=O)NC2CCCCC2)cc(OC)c1OC (configuration not stated)	-23%	25%	u	-3%	2%	u	-39%	2%	i	-29%	u
Cc1ccccc1N1CCN(Cc2c(C#N)c3ccccc3n2C)CC1	12%	-9%	i	-3%	-2%	i	1%	26%	i	1%	12%
COC(=O)C1C(=O)NC(SC)=C(C#N)C1c1ccccc1F (configuration not stated)	4%	1%	i	0%	5%	i	3%	0%	i	-5%	-2%
CCOC(=O)C(NC(=O)c1ccccc1)(Nc1cc(C)on1)C(F)(F)F (configuration not stated)	-5%	-1%	u	1%	-1%	i	-2%	18%	i	0%	0%
C=CCOC(=O)C1=C(C)OC(N)=C(C#N)C1c1c(C)nn(-c2ccccc2)c1Cl (configuration not stated)	-7%	42%[activator]	i	2%	-3%	u	1%	20%	i	-14%	u
COc1ccc(C2N(c3cc(C)on3)C(=O)C3CCCN32)cc1OC (configuration not stated)	3%	1%	i	-1%	1%	i	1%	1%	i	-2%	4%
NC(=O)COC(=O)CNC(=O)c1ccc(Cl)cc1	3%	-1%	i	1%	0%	i	-1%	-1%	i	10%	-23%

Part of the list above in order of heavy-atom count, largest number first.
SMILES	Tau fil binding	USP2a inhib	Fluorescein fluor	Caspase-1 inhib	Casp7 inh	Texas Red fluor	FLuc inh	HEK293 cAMP cs	Rhodamine autofl	HADH2 inh	ERK AVP block
CCN1CCN(C(=O)c2ccc3c(c2)N(Cc2ccc(F)cc2)C(=O)c2ccccc2S3=O)CC1 (configuration not stated)	-5%	x	x	-3%	-1%	x	4%	4%	x	4%	-12%
Cc1nnc(SCCn2c(N3CCCCCC3)nc3c2c(=O)[nH]c(=O)n3C)s1	0%	6%	i	1%	-1%	u	-1%	1%	i	-11%	-22%
CCOC(=O)C(NC(=O)c1ccccc1)(Nc1cc(C)on1)C(F)(F)F (configuration not stated)	-5%	-1%	u	1%	-1%	i	-2%	18%	i	0%	0%

This is a subset; count on the stated rates, not on these rows.
